Screening data as filed in PubChem.
TSHR antagonist = Antagonists of the Thyroid Stimulating Hormone Receptor: HTS campaign. 0.2% of 330,000 active. Thyrotropin receptor (Homo sapiens), P16473. TSHR-expressing cells, TSH-stimulated cAMP HTRF, 2 h; stronger effect = lower value. activity change, negative = inhibition, % at 11.5 µM. AID 504810, 2011;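 active means activity change below a set negative limit, meaning inhibition stronger than a set level, cut at about -70% in these data; inconclusive means activity change between two set negative limits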; further: on the % scale 0 is the no-effect control and ±100 the full control effect
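Freshly harvested TSHR cells receive pin-tooled compound, then EC80 TSH at 4nM final. After 2 hours at 37 deg C, antibody in lysis buffer and cAMP-d2 are added; 30 minutes at ambient temperature precede the HTRF read.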
MBNL1-CUG inh = qHTS Assay for Inhibitors of MBNL1-poly(CUG) RNA binding. Potency, µM (doses to about 57.5 µM), without a hit: top-dose activity change, negative = inhibition, most hits filed as inhibitors. TR-FRET MBNL1-His/biotin-(CUG)12 binding, 665/545 ratio. Muscleblind-like protein 1 (Homo sapiens), Q9NR56. 0.036% of 280,000 active. AID 2675, 2010; active means well fitted inhibition curve with a large enough effect in the signal ratio, with a control signal flat, not every such curve was filed as active; inconclusive means small, poorly fitted or top-dose-only effect, or effect the other way, or a change in a side signal; inactive means no such curve, though single readings can be large or run the other way; the % refers to the signal ratio; further: potency means the concentration at half of the fitted maximal effect; on the % scale 0 is the no-effect control and ±100 the full control effect
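Inhibition of protein-RNA binding appears as loss of TR-FRET between terbium anti-His antibody on MBNL1-His and streptavidin-XL665 on biotin-(CUG)12. Activity is normalized to buffer-only and uninhibited-complex controls.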
USP2a block = qHTS Assay for Inhibitors of Ubiquitin-specific Protease USP2a Using CHOP2 as the Reporter; Ubiquitin carboxyl-terminal hydrolase 2 (Homo sapiens), O75604; USP2 core, Ub-CHOP2 coupled fluorogenic reporter, 485/531; Potency, µM (highest dose often 38.3 µM), for the others: at the highest dose activity change, negative = inhibition, actives largely listed as inhibitors; 0.01% of 330,000 active; AID 463254, 2010;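 further: potency means the concentration at half of the fitted maximal effect; plate controls were DMSO wells for no effect and full inhibition by NEM control for full effect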
Target sequence (O75604 whole entry, looked up): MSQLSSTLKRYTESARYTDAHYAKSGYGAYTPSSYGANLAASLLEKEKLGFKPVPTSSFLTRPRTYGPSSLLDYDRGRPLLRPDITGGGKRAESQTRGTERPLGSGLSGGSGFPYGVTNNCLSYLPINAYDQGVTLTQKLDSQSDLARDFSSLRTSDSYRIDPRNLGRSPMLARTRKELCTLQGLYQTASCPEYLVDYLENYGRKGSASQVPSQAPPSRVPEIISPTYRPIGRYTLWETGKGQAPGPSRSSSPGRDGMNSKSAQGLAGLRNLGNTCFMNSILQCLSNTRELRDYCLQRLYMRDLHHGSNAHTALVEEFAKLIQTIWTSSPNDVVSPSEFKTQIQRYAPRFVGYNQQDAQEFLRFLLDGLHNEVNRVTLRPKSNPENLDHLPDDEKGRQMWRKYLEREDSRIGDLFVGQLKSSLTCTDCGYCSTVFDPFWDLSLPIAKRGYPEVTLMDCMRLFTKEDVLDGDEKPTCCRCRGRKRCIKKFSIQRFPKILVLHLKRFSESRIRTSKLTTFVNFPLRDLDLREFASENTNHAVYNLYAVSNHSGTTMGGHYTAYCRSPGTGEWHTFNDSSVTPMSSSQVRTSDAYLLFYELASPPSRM
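Cell-free coupled assay: 10nM USP2 core preincubated 30min RT with compound in Tris-HCl pH 8.0/CaCl2/CHAPS buffer, then 25nM Ub-CHOP2 and 25nM reporter substrate; fluorescence (Ex 485/Em 531) read after 60min RT, normalized to NEM inhibition, concentration-response curves fitted.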
Chronic BCR inh = qHTS Assay to Find Inhibitors of Chronic Active B-Cell Receptor Signaling; ABC-DLBCL IkBa-CBG/CBR reporter, luminescence ratio, 4 h; 0.05% of 340,000 active; Potency, µM (highest dose often 46.1 µM), inactives show top-dose ratio change, negative = lower green/red ratio, usual class: inhibitors; active means well fitted inhibition curve with a large enough effect in the signal ratio, with a control signal flat, not every such curve was filed as active; inconclusive means small, poorly fitted or top-dose-only effect, or effect the other way, or a change in a side signal; the % refers to the signal ratio;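 further: potency means the concentration at half of the fitted maximal effect; plate controls were basal doxycycline-induced cells for no effect and cells given 10 µM MG132 for full effect; MG132 reads +100%, hits lower the ratio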
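TMD8 human ABC-DLBCL cells with doxycycline-inducible IκBα–green luciferase fusion and unfused red luciferase, in 0.5% FBS medium; compounds up to 46 uM, 4 h at 37C. Green/red luminescence ratio, filter-overlap corrected, fitted to concentration-response curves.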
S-ASM inh = Inhibitors of Secretory Acid Sphingomyelinase (S-ASM): qHTS; 0.006% of 340,000 active; Potency, µM (titrated, usually from 57.5 µM), for the others: top-dose activity change, negative = inhibition, usual class: inhibitors; placental ASM, HMU-PC fluorogenic substrate, 60 min; further: potency means the concentration at half of the fitted maximal effect
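Human placenta-derived ASM enzyme was preincubated with compound for 10 minutes at room temperature, then given fluorogenic substrate HMU-PC0 (9 uM final) for 60 minutes at 37 °C; a pH 10 stop preceded fluorescence reading at Ex 386/Em 447 nm.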
hERG WT inh = qHTS for Inhibitors of KCHN2 3.1: Wildtype qHTS; U2OS, BacMam KCNH2, thallium flux FluxOr; stronger effect = lower value; activity change, % at 1.84 µM; 0.37% of 340,000 active; AID 720551, 2013;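 active means maximum activity change below -70%; inconclusive means maximum activity change between -70% and -50%; inactive means maximum activity change above -50%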; further: on the % scale 0 is the no-effect control and ±100 the full control effect
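U2OS cells were transduced with wild-type KCNH2 virus (2.03 x 10^8 / mL) for 4 h at room temperature, then cultured overnight at 37 C. Thallium flux was read with FluxOr dye. Rate constants were normalized to DMSO controls.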
Menin-MLL TR inh = qHTS Assay for Inhibitors Targeting the Menin-MLL Interaction in MLL Related Leukemias: Competition With Texas Red Labeled MLL-derived Mutant Peptide; Menin + Texas Red MLL mutant peptide, fluorescence polarization; 0.23% of 270,000 active; Potency, µM (highest dose often 61.6 µM), inactives show at the highest dose FP activity change, negative = inhibition, usual class: inhibitors; O00255; active means well fitted inhibition curve with a large enough effect in the polarisation, with a control signal flat, not every such curve was filed as active; inconclusive means small, poorly fitted or top-dose-only effect, or effect the other way, or a change in a side signal; inactive means no such curve, though single readings can be large or run the other way; the % refers to the polarisation; further: potency means the concentration at half of the fitted maximal effect; % of control where 0% means no effect; many of its hits are not listed in these tables
Eya2 phos inh = qHTS Assay for Inhibitors of the Phosphatase Activity of Eya2; Potency, µM (doses to about 76.9 µM), without a hit: top-dose activity, negative = inhibition, usual class: inhibitors; recombinant Eya2, OMFP fluorescence dephosphorylation (OMFP is methylfluorescein phosphate); Protein phosphatase EYA2 (Homo sapiens), O00167; AID 488837, 2010; 0.006% of 330,000 active; further: potency means the concentration at half of the fitted maximal effect; on the % scale 0 is the no-effect control and ±100 the full control effect
Target sequence (O00167 whole entry, looked up): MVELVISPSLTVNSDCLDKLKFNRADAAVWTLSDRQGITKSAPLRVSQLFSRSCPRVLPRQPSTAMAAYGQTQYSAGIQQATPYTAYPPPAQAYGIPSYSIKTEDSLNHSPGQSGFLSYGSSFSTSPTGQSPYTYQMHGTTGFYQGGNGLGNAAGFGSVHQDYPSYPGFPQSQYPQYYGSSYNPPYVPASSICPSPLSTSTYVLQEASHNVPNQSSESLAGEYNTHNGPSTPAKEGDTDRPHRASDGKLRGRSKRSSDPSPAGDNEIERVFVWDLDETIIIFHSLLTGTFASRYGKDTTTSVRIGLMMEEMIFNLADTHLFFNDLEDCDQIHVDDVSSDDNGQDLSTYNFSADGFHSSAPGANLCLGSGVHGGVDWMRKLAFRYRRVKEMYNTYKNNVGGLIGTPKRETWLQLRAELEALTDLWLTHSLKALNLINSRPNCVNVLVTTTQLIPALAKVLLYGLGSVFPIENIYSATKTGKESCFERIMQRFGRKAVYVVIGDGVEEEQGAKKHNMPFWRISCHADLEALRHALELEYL
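Eya2 (0.2 uM) preincubated 10 min at ambient with compound, then OMFP substrate added at 50 uM; 10 min reaction in 50 mM HEPES pH 7.5, 50 mM NaCl, 5 uM MgCl2, 0.05% BSA, 1 mM DTT. Fluorescence read at Ex 485/Em 525 nm.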
Mito fusion act = qHTS Assay for Small Molecule Inhibitors of Mitochondrial Division or Activators of Mitochondrial Fusion; Potency, µM (series often up to 46.1 µM), for the others: at the highest dose growth rescue (activation), usual class: activators; AID 485298, 2010; S. cerevisiae fusion-defective mutant growth rescue, CellTiterGlo 48 h; 0.23% of 320,000 active;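 further: potency means the concentration at half of the fitted maximal effect; % of control where 0% means no effect; nearly all actives have a fitted effect of over 45% in size; temperature-sensitive fusion mutants such as fzo1-1 at 37 °C on non-fermentable ethanol glycerol medium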
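Growth-rescue viability read-out: after 48 h at the non-permissive 37C in glycerol/ethanol YPEG, yeast mitochondrial fusion mutants are measured by CellTiterGlo luminescence; compounds (23 nl pinned per well) restoring growth score as division inhibitors or fusion activators.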
PKM2 act = qHTS Assay for Activators of Human Muscle isoform 2 Pyruvate Kinase. Pyruvate kinase PKM (Homo sapiens), P14618. purified PKM2, Kinase-Glo ATP luminescence, activation; response scale: 0% is enzyme alone, no compound. 0.34% of 260,000 active. Potency, µM (series often up to 57.5 µM), for inactives: at the top dose activation, usual class: activators; further: potency means the concentration at half of the fitted maximal effect; on the % scale 0 is the no-effect control and ±100 the full control effect; nearly all actives have a fitted effect of over 55% in size
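Purified hPK-M2 (>95% pure) converted ADP (0.1 mM final) to ATP with 0.5 mM PEP in 50 mM imidazole pH7.2, KCl, MgCl2, Tween 20, BSA; 1 h at room temperature. ATP detected by Kinase-Glo luminescence.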
GALK inhibitor = qHTS Assay for Inhibitors of Human Galactokinase (GALK); P51570; Purified GALK, Kinase-Glo residual ATP luminescence; Potency, µM (highest dose often 57.5 µM), without a hit: at the top dose activity change, negative = inhibition, most hits filed as inhibitors; 0.007% of 270,000 active; further: potency means the concentration at half of the fitted maximal effect; on the % scale 0 is the no-effect control and ±100 the full control effect
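GALK at 5 nM final was combined with compound, 35 uM ATP and 100 uM galactose in HEPES pH8.0 with MgCl2 and DTT. The reaction ran one hour at room temperature before luminescent ATP detection.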
* marks the source's active call; other numbers are inactive results; i = inactive; ? = inconclusive; / = no result given; [ ] = remark or other dose. Unless noted, the call rests on the fitted dose curve; in most records, active means well fitted curve in the direction sought with a large enough effect; inconclusive means small, poorly fitted or top-dose-only effect, or another doubt; inactive means no such curve, though single readings can be large; an effect the other way counts as inactive or inconclusive.

SMILES	TSHR antagonist	MBNL1-CUG inh	USP2a block	Chronic BCR inh	S-ASM inh	hERG WT inh	Menin-MLL TR inh	Eya2 phos inh	Mito fusion act	PKM2 act	GALK inhibitor
CCc1ccc(NC(=O)c2ccc(F)c(S(=O)(=O)NCC3COc4ccccc4O3)c2)cc1 (configuration not stated)	-27	-1%	-12%	?	-20%	-2	22%	-5%	-1%	1%	-1%
CCCCn1c(N)c(-c2nc3ccccc3s2)c2c([N+](=O)[O-])nn(C)c(=O)c21	-12	-1%	2%	-8%	-1%	-13	?	-23%	4%	2%	-2%
COc1ccc(C(=O)/C(=C\c2sccc2C)c2nc3ccccc3o2)cc1	-5	2%	-3%	?	/	/	3%	-5%	8%	-1%	/
C=CC(=O)NC(NC(=O)C=C)c1ccccc1F	2	/	1%	-22%	4%	5	/	-4%	-4%	2%	-2%
COc1ccccc1N1CCN(C(=O)c2cccc(Oc3ccccc3)c2)CC1	-5	0%	1%	0%	-1%	-13	?	-6%	-35%[inhibitor]	6%	-2%
Cc1[nH]c2ccc(-c3nnc(SCC(=O)N4CCCc5ccccc54)o3)cc2c1C	14	-4%	-5%	-3%	-2%	2	9%	1%	0%	12%	-1%
O=C(CSc1nc2ccccc2[nH]1)Nc1ccc(F)cc1	0	-6%	0%	?	-3%	-1	23%	-4%	-5%	15%	2%
COc1ccc(NC(=O)N/C=C/c2ccccc2)cc1	-5	-1%	0%	?	2%	17	-3%	-1%	-1%	/	11%
C/C(=N\NC(=O)c1cc(-c2ccc(Cl)s2)[nH]n1)c1ccncc1	-6	4%	0%	-13%	-4%	3	3%	-19%	4%	-10%	2%
CCCCOc1ccc(CN(C)c2ncnc(N)n2)cc1	-5	-19%	-1%	-1%	-2%	-13	18%	1%	3%	?	-3%

Only TSHR antagonist, PKM2 act and Menin-MLL TR inh, for 2 of the compounds above:
SMILES	TSHR antagonist	PKM2 act	Menin-MLL TR inh
O=C(CSc1nc2ccccc2[nH]1)Nc1ccc(F)cc1	0	15%	23%
CCCCn1c(N)c(-c2nc3ccccc3s2)c2c([N+](=O)[O-])nn(C)c(=O)c21	-12	2%	?

More compounds follow.
SMILES	TSHR antagonist	MBNL1-CUG inh	USP2a block	Chronic BCR inh	S-ASM inh	hERG WT inh	Menin-MLL TR inh	Eya2 phos inh	Mito fusion act	PKM2 act	GALK inhibitor
O=C(CC1C(=O)NCCN1Cc1ccccc1C(F)(F)F)NCCN1CCOCC1 (configuration not stated)	-2	0%	3%	-7%	7%	2	7%	11%	-14%	1%[0.46 µM]	0%
CN(C)c1ccc(CN(CC2CCCO2)C(=O)c2cc3ccccc3o2)cc1 (configuration not stated)	-2	/	-1%	3%	/	-8	/	11%	25%	/	/
COCCCn1c(C(=O)N2CC(C)OC(C)C2)cc2c(=O)n3cccc(C)c3nc21 (configuration not stated)	6	9%	2%	0%	i	-1	-6%	4%	14%	1%[0.46 µM]	1%
CC(C)c1ccccc1NC(=O)CNCCc1ccc(C(F)(F)F)cc1	-13	-6%	0%	?	-1%	-5	/	-10%	-42%[inhibitor]	-3%	-2%
O=C(c1cc2ccccc2o1)N1CCN(Cc2ccccc2)CC1	-10	-23%	-2%	1%	0%	2	-4%	-1%	-3%	-1%	4%
N#Cc1c(-c2ccccc2)nc2n(-c3ccccc3)nc(C(=O)Nc3ccccc3)n2c1=O	-18	10%	-1%	?	-2%	4	?	3%	7%	-6%	-1%
O=C1Nc2cc(C(=O)NCCCN3CCOCC3)ccc2S/C1=C/c1cccc(Cl)c1	28	6%	1%	7%	-24%	-8	/	-2%	1%	/	-7%
C=CCn1c(SCc2nc3c(c(=O)[nH]c(=O)n3CCCC)n2CCC)nnc1-c1ccccc1	-8	-13%	1%	9%	1%	-3	-5%	3%	0%	-6%	8%
Cc1sc2nc(SCC(=O)c3cc(C)n(CC4CCCO4)c3C)n(C(C)C)c(=O)c2c1C (configuration not stated)	4	5%	1%	?	-5%	2	-9%	5%	5%	-1%	1%
O=C(Nc1c[nH]c(=O)[nH]c1=O)c1ccc2c(c1)C(=O)N(c1cccc([N+](=O)[O-])c1)C2=O	3	5%	4%	7%	-2%	3	/	-2%	6%	-3%	-2%
Cc1ccc2oc(C(=O)NCc3ccccc3)cc(=O)c2c1	5	7%	3%	-1%	0%	-4	28%	-11%	?	/	/
COc1ccc(/C=C/C(=O)O/N=C(\N)c2ccccn2)cc1OC	1	/	4%	?	11%	-2	/	-12%	/	/	/
Cc1nnc(SCC(=O)Nc2cccc(S(=O)(=O)N(C)c3ccccc3)c2)s1	-32	-1%	2%	0%	1%	-16	-11%	6%	6%	8%	1%
COc1ccc(N2C(=O)CCC(C(=O)N3CCC(C(N)=O)CC3)C2c2ccc(F)cc2)cc1 (configuration not stated)	0	-7%	-1%	4%	6%	-3	-5%	11%	-1%	4%	0%
CCOc1ccc(NC(=O)CCC(=O)NNC(=O)NC2CCCCC2)cc1	9	-2%	-1%	-8%	-2%	14	/	5%	-8%	8%	0%
Cc1c(C(=O)NCc2cccnc2)sc2nc(-c3ccccc3)cn12	13	-3%	-1%	-28%	-8%	5	-9%	4%	5%	9%	/
Cc1ccc(NC(=O)c2cc(C)on2)cc1	-4	-1%	-4%	?	7%	-2	-7%	-1%	-4%	0%	2%
CCC1(CC)Nc2ccccc2C(=O)N1c1ccc(NC(C)=O)cc1	8	6%	3%	?	19%	-7	6%	-2%	-2%	3%	16%
O=C(NN1CCOCC1)c1cnn2c(C(F)F)cc(-c3ccccc3)nc12	-6	8%	3%	3%	2%	?	-3%	-4%	-2%	0%	-2%
CC1CN(Cc2ccc(Cl)cc2Cl)CC(C)O1 (configuration not stated)	10	10%	1%	20%	-1%	-2	-15%	-6%	-3%	5%	0%
CC(C)Nc1nc(Cl)nc(NNC(=O)C(C)Oc2ccccc2)n1 (configuration not stated)	9	0%	3%	?	3%	-15	-25%	6%	-1%	8%	0%
CSc1ccc(-c2nnn(Cc3ccc(C)cc3)n2)cc1	-18	9%	-1%	2%	-4%	2	7%	-16%	7%	-1%	2%
CCSc1nnc(NC(=O)CSc2sc3c(O)cc(=O)[nH]c3c2C#N)s1	-8	4%	-1%	?	-17%	-4	?	-1%	4%	0%	-7%

Grouped by structure, the compounds so far containing two or more sulfur atoms
SMILES	TSHR antagonist	MBNL1-CUG inh	USP2a block	Chronic BCR inh	S-ASM inh	hERG WT inh	Menin-MLL TR inh	Eya2 phos inh	Mito fusion act	PKM2 act	GALK inhibitor
Cc1sc2nc(SCC(=O)c3cc(C)n(CC4CCCO4)c3C)n(C(C)C)c(=O)c2c1C (configuration not stated)	4	5%	1%	?	-5%	2	-9%	5%	5%	-1%	1%
Cc1nnc(SCC(=O)Nc2cccc(S(=O)(=O)N(C)c3ccccc3)c2)s1	-32	-1%	2%	0%	1%	-16	-11%	6%	6%	8%	1%
CCSc1nnc(NC(=O)CSc2sc3c(O)cc(=O)[nH]c3c2C#N)s1	-8	4%	-1%	?	-17%	-4	?	-1%	4%	0%	-7%

Only part of the results is shown; the hit share may differ from the screen's.
